# CendR NRP1 mod: NRP-1/CendR interaction modulation; inhibition, % at 25 µM; FAM-RPARPAR peptide binding to NRP-1, fluorescence polarization; O14786; hit rate 0.85% among 360,000;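 active means inhibition or corrected inhibition above about 18%, plus a signal ratio from 0.5 to 1.5, limit read from the data, passing the limit was not always enough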; further: strong numbers were not always called active
# eLon inh: inhibitors of E. coli Lon protease; hit rate 0.42% among 360,000; AID 602123; purified E. coli Lon protease, fluorescence polarization; inhibition, % at 7.94 µM; P0A9M0; in the data active means inhibition above about 13%, passing the limit was not always enough;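 further: 0% = enzyme with probe and DMSO and 100% = no enzyme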
# FAS-TE inh: FAS thioesterase (human) inhibition | P49327 | recombinant FAS-TE, OMFH fluorogenic substrate, fluorescence endpoint | inhibition, % at 15 µM | hit rate 0.67% among 360,000;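 active means compounds whose normalised, plate-corrected inhibition of enzyme fluorescence in the single-dose primary screen is 50% or more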;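 further: 0% = DMSO with enzyme and 100% = substrate without enzyme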
# SKN-1 block: inhibitors of C. elegans SKN-1. C. elegans VP596 Pgst-4::GFP/RFP ratio, acrylamide-induced, 24 h. inhibition, % at 21.8 µM. hit rate 0.49% among 360,000;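 active means interference check ratio from 0.5 to 1.5 plus GFP to RFP signal ratio inhibition reaching or exceeding a fixed threshold, cut at about 30% in these data, passing the limit was not always enough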; further: some compounds called inactive have numbers as strong as hits
# Rin1-Abl PPI inh: blocks binding of human Rin1 to Abl | hit rate 0.4% among 360,000 | TR-FRET Rin1/Abl binding, biochemical | inhibition, % at 7.35 µM; in the data active means inhibition above about 5%, passing the limit was not always enough
# MT1-MMP act inh: MT1-MMP (human) activation inhibition; P50281; HT1080 RFP-PRO-GFP cells, GFP/RFP ratio fluorescence, overnight; percent of plate control window, DMSO zero; GFP/RFP ratio change, % at 20 µM; hit rate 0.061% among 360,000;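 active means GFP/RFP ratio change of at least 30% with cell ATP level not reduced by more than half and red fluorescence within 50% of control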; further: strong numbers were not always called active
#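 Test system: HT1080 cells expressing an RFP-PRO-GFP fluorescent reporter construct / Compound dosing: single-point 20 µM compound, 1% DMSO / Schedule: cells overnight before dosing, compound overnight, 37 °C, 5% CO2 / Evaluation: GFP/RFP fluorescence ratio / Control set: DMSO and RFP-L50D-GFP cell wells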
# MsrA act: bovine methionine sulfoxide reductase A activation; purified bovine MsrA, absorbance read-out; activation, % at 10.6 µM; hit rate 0.3% among 360,000; AID 602163; in the data active means activation above about 7.5%;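 further: 0% = vehicle and 100% = reference activator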
# MLLE-PAM2 inh: inhibitors of microRNA-mediated deadenylation, human PABP1 MLLE binding | hit rate 0.36% among 360,000 | GST-MLLE / FITC-PAM2 fluorescence polarization | inhibition, % at 20 µM | AID 588489; in the data active means inhibition above about 35%, passing the limit was not always enough;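 further: plate controls were DMSO wells with GST-MLLE for no effect and wells lacking GST-MLLE protein for full effect; some results filed as inactive read as strong as hits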
# Neddyl block: cullin neddylation inhibition. P61081+Q13564. TR-FRET cullin neddylation, biochemical. calls only at 25 µM. hit rate 0.58% among 360,000; in the data active means inhibition above about 36%
# An asterisk follows results filed as active; i = inactive; x = no result given. Random draw from the library (roughly 4% active in at least one column).
SMILES,CendR NRP1 mod,eLon inh,FAS-TE inh,SKN-1 block,Rin1-Abl PPI inh,MT1-MMP act inh,MsrA act,MLLE-PAM2 inh,Neddyl block
Cc1nccn1CC(=O)c1ccccc1,10,-3,-7,-10,6,0,-5,8,i
CC(=O)c1c(C)[nH]c(C(=O)NCc2ccc(C)cc2)c1C,1,1,-2,2,-3,-3,-3,-7,i
Cc1ccc(NCC(=O)N=Nc2c(O)n(C)c3ccccc23)cc1,-2,5,4,-2,0,-1,-9,1,i
CC1=C(C(N)=O)C(c2cccs2)NC(=S)N1 (centres undefined),1,-5,-4,2,5,0,-3,-135,i
CC(C)c1ccc2oc(=O)cc(CN3CCCCC3)c2c1,10,-4,3,7,0,-2,-3,2,i
Cc1ccc(N(CC(=O)NCCc2ccc(F)cc2)S(=O)(=O)c2ccc(Cl)c([N+](=O)[O-])c2)c(C)c1,1,-4,32,10,-2,-4,-6,-9,i
Cc1ccc(S(=O)(=O)c2nc(S(C)(=O)=O)sc2N2CCN(C)CC2)cc1,12,8,-7,16,-3,-2,-1,-5,i
CC(C)CCNC(=O)c1ccc(C2SCC(=O)N2Cc2ccco2)cc1 (centres undefined),-4,-7,1,1,1,-1,-12,18,i
O=C(N/N=C/c1cc(Cl)ccc1O)c1ccncc1,-48,-24,18,-1,-1,-3,0,-24,i
O=C(Nc1cccc(C(=O)Nc2ccccc2C(=O)O)c1)c1cccc(Cl)c1,-2,-7,1,-8,1,2,-3,10,i
Cc1cc(C)cc(-n2c(C)cc(C=C(C#N)C#N)c2C)c1,3,1,4,-4,0,1,-4,7,i
Cn1c(=O)cc(OCCCC(=O)Nc2ccc3c(c2)OCCO3)c2ccccc21,-1,5,-2,-13,-1,8,0,8,i
O=C(C[C@H]1CC[C@H]2[C@@H](COC[C@@H](O)CN2Cc2cc(F)ccc2F)O1)NCc1ccc(Cl)cc1,15,x,x,-10,x,0,x,x,i
Cc1ccc(NC(=O)COC(=O)CCc2c(C)nc3ncnn3c2C)cc1C,24*,-8,-6,8,-2,-3,-2,5,i
CC12CCC(=O)N1c1c(sc3nc(N4CCOCC4)c4c(c13)CCCC4)C(=O)N2 (centres undefined),1,3,-1,6,-2,11,-2,15,x
Cc1ccc(S(=O)(=O)/C(=C\N(C)C)c2cnc(Cl)s2)cc1,9,0,3,10,4,-3,-2,-6,i
Cc1c(CCCC(=O)O)sc(N)c1C(=O)c1cccc(C(F)(F)F)c1,-39,-18,-1,6,0,1,-4,6,i
O=C(Cn1cc(F)c(=O)[nH]c1=O)c1ccco1,0,3,-7,10,1,2,2,13,i
COc1ccc(NS(=O)(=O)c2cc(C)ccc2OC)cc1OC,10,7,-7,-8,-3,-2,0,-2,i
O=C(NCCOC(=O)c1ccc(C(=O)OCCNC(=O)c2cccnc2)s1)c1cccnc1,7,1,-7,1,0,-1,-4,2,i
CC(C)c1ccccc1OCC(O)CN1CCN(S(=O)(=O)c2ccc([N+](=O)[O-])cc2)CC1 (centres undefined),3,16,36,-7,-1,-5,-9,0,i
Nc1ccc2nc(-c3cccc(-c4nc5ccc(N)cc5[nH]4)n3)[nH]c2c1,-1,1,3,-30,1,11,-3,14,i
COc1cc2c(C#N)c(N3CCN(C)CC3)nc(N)c2c(N)n1,-10,-12,-6,-18,-1,-10,-6,3,x
COc1ccc(CCNC(C)=O)cc1,0,-3,-6,-2,1,4,1,-9,i
O=C(Nc1ccccc1)c1cc(S(=O)(=O)N2CCSCC2)ccc1Cl,9,0,2,6,-1,0,-3,9,i
SMILES,CendR NRP1 mod,eLon inh,FAS-TE inh,SKN-1 block,Rin1-Abl PPI inh,MT1-MMP act inh,MsrA act,MLLE-PAM2 inh,Neddyl block
O=C(NCCN1C(=O)S/C(=C\c2ccc(OC(F)F)cc2)C1=O)C1=COCCO1,-2,1,8,-5,-3,-14,-5,19,i
Cc1ccc(OCC(=O)Nc2ccc3oc(=O)ccc3c2)cc1,7,9,-1,-25,3,3,-5,-1,i
CC(C)Cn1c(-c2ccc(Cl)cc2)cnc1SCC(=O)N1CCOCC1,-6,-4,2,-4,-2,-2,-2,-111,i
CCOc1ccc(C2=Nn3cnnc3SC2)cc1,-1,-6,-10,19,-1,5,-1,-5,i
CC(=O)N1c2ccccc2NC2=C(C(=O)CCC2)C1c1cccnc1 (centres undefined),-1,-5,-9,-2,6,-1,-8,7,i
Nc1ncnc2c1ncn2[C@@H]1O[C@H](C(=O)N2CCCN(Cc3ccccc3F)CC2)[C@@H](O)[C@H]1O,10,-17,-2,-17,2,0,-1,7,i
COc1ccc(C(=O)O/N=C(\C)c2nccs2)cc1,1,-5,1,-1,3,4,-8,-9,i
Nc1c(C(=O)CSc2nnc(Nc3ccc(F)cc3)s2)c(=O)[nH]c(=O)n1C1CC1,7,0,3,2,1,3,0,-61,i
CON(C)S(=O)(=O)NC(=O)C1=C(N2CCCC2)COC1=O,10,0,-8,8,0,-1,1,-5,i
NS(=O)(=O)c1ccc(CCNC(=O)CNS(=O)(=O)c2cccc(Br)c2)cc1,-13,-2,-4,-1,-4,1,0,27,i
Cc1c(C(=O)OCC(=O)c2ccc3c(c2)OCCO3)oc2ccccc12,10,5,6,3,-3,-5,-2,-2,i
COc1ccc(OC)c(C(=O)CSc2nnc(Cc3cccs3)n2C)c1,9,-2,-5,-2,-1,7,1,2,i
COc1ccc(CCN2C(=O)CS/C2=N\NC(=O)c2ccc(C(C)(C)C)cc2)cc1OC,3,-8,-1,-7,-4,3,-4,-10,i
COc1ccc(N(CC(=O)O)S(=O)(=O)c2c(C)n[nH]c2C)cc1,-1,-4,-5,6,2,0,-2,5,i
O=C(ON=C1CCN(S(=O)(=O)c2ccccc2)CC1)c1ccccc1,-4,-7,5,2,3,1,-1,6,i
CNC(=O)c1ccccc1Sc1cccc2cccc(C(=O)O)c12,14,-4,-4,26,4,0,-2,9,i
CCc1noc(C)c1C(=O)NC1CCCc2c1cnn2-c1cc(C)cc(C)c1 (centres undefined),8,-24,3,-9,0,2,-5,-4,i
COc1ccccc1-c1oc2ccccc2c1C#CC(C)(C)O,16,4,11,12,0,2,-4,-15,x
Cc1ccc(S(=O)(=O)NCc2ccccc2)cc1C(=O)N1CCCCC1,7,-2,-2,7,2,-2,-5,-12,i
N#Cc1ccsc1NC(=O)COC(=O)CCS(=O)(=O)c1ccccc1,-45,-1,-6,-3,5,0,-10,-43,i
CCn1c(SCC(=O)Nc2nnc(C)s2)nc2c(c1=O)SC(C)C2 (centres undefined),-4,1,-8,2,-2,2,-6,10,i
Fc1ccccc1C1c2cccn2CCN1C(=S)Nc1cccc(Br)c1 (centres undefined),0,1,-3,-6,-4,1,-2,-12,i
CSc1ccccc1NC(=O)c1cccnc1,7,-3,-4,13,-1,-4,-1,4,i
COc1ccccc1/C=C(\NC(=O)c1ccc(OC)c(OC)c1)C(=O)Nc1ccc([N+](=O)[O-])cc1,12,1,86*,20,0,6,-6,1,i
O=C(c1ccccc1F)N1CCN(S(=O)(=O)c2ccc(Br)cc2)CC1,0,0,6,13,2,-1,0,5,i
SMILES,CendR NRP1 mod,eLon inh,FAS-TE inh,SKN-1 block,Rin1-Abl PPI inh,MT1-MMP act inh,MsrA act,MLLE-PAM2 inh,Neddyl block
Cc1ccc(NC(=O)NNC(=O)c2cccs2)cc1,-3,-5,-6,9,3,2,-4,-5,i
NC(=O)c1c(NC(=O)CN2C(=O)CCC2=O)sc2c1CCCCC2,-4,-6,-6,0,-3,1,-1,27,i
Cc1ccc(S(=O)(=O)N(C)C)cc1NC(=O)CCNC(=O)c1ccco1,7,6,-1,0,0,0,-2,0,i
C=CCn1c(=O)c2ccccc2n2c(SC(C)C(=O)Nc3nc(-c4ccccc4)cs3)nnc12 (centres undefined),8,-1,7,-11,-4,0,-8,-37,i
Cc1ccc(NC(=O)Cn2c(=O)n(CCC(=O)NC3CCN(Cc4ccccc4)CC3)c(=O)c3ccccc32)cc1,8,-10,0,-2,1,2,-2,6,i
COC(=O)[C@@H]1C[C@H]2CC[C@H](O)C[C@H]2N1Cc1ccccc1OS(=O)(=O)c1ccc(C)cc1,-30,-30,6,7,3,1,-2,-35,i
COc1ccc(Nc2ncc(C(=O)N3CCN(c4ccc(F)cc4)CC3)c3ccccc23)cc1,-11,3,24,20,-2,25,-2,4,x
O=C(O)Cc1ccc(NC(=O)C(c2ccccc2)c2ccccc2)cc1,-5,-2,-4,-2,1,-2,-4,0,i
O=C(N/N=C/c1cc2c(cc1Cl)OCO2)c1ccccn1,4,-8,-7,-4,-5,4,-14,2,i
CC(C)Oc1ccc(C(=O)Nc2c3c(nn2-c2ccccc2)CS(=O)(=O)C3)cc1,-6,7,2,-4,2,-3,-2,-10,i
COc1ccc(CCNC(=O)C/C(C)=N/NC(=O)COc2ccc(C)cc2Br)cc1OC,4,-2,-3,8,1,5,3,-1,i
Cc1nc(SCC(=O)Nc2ccc3[nH]c(=O)[nH]c3c2)nc(C)c1C,8,-6,-6,29,1,2,-3,15,i
CN(C)CCCNC(=O)OC1CC2CC1[C@H]1CCCCN1C2=O (some centres undefined),4,-6,-13,15,x,0,-1,x,i
CC(C)(C)NC(=O)CN(C(=O)c1csnn1)c1ccccc1-c1ccccc1,-5,11,2,2,-2,4,-1,2,i
COc1cc2c(cc1OC)C(C)N(C(=O)c1ccc(Br)o1)CC2 (centres undefined),-13,-1,-5,6,11*,3,-3,-3,i
C[C@]12c3[nH]c4ccccc4c3CCN1C(=O)C(CC(=O)NCc1cccc(C(F)(F)F)c1)C[C@@H]2C(=O)N1CCOCC1 (some centres undefined),1,-15,2,5,-2,2,-1,15,i
Cc1cccc(NCC(=O)N/N=C/c2cccc(Br)c2)c1,-2,-2,4,12,0,0,-1,3,i
O=C(COC(=O)c1ccco1)NNC(=O)c1ccc(Cl)cc1,-7,-4,-4,32,-1,4,-3,-4,i
COc1cc(NC(=O)CN2C(=O)CN(C)C2=O)c(C)cc1[N+](=O)[O-],2,-5,2,-2,0,4,-4,-7,i
CCN1C(=O)CC(N2CCC(C(=O)OC)CC2)C1=O (centres undefined),-15,1,-8,19,-3,0,-4,6,i
COc1cc(C(=O)OCCNC(=O)c2ccncc2)cc(OC)c1OC,0,-3,-10,-5,2,4,-10,9,i
CN(C)c1ccc(C#Cc2ccc3cc(CCO)oc(=O)c3c2)cc1,0,-11,-6,5,-122,4,-2,5,i
CN(C)S(=O)(=O)c1cccc(C(=O)Nc2ccc3c(c2)CCC3)c1,-4,-1,14,8,-1,3,-2,0,i
CSc1ncccc1C(=O)N1CCN(S(=O)(=O)c2ccc3c(c2)OCCO3)CC1,1,-3,-1,-14,-2,2,-2,1,i
CCOC(=O)c1c(C)[nH]c(C(=O)COC(=O)/C=C/c2ccc(OC(F)F)cc2)c1C,-17,-3,-7,1,2,-1,-2,-21,i
CN(Cc1ccccc1)c1nc2c(c(=O)[nH]c(=O)n2C)n1CCSc1nc2ccccc2[nH]1,-10,-2,-8,-7,-2,6,-11,6,i
